High-throughput results (PubChem BioAssay)
SW480 rerep: A quantitative high throughput screen for small molecules that induce DNA re-replication in SW480 colon adenocarcinoma cells; SW480 DNA re-replication, Hoechst DNA content imaging, 48 h; Potency, µM (doses to about 46.1 µM), for inactives: at the top dose re-replication activation, most hits filed as activators; hit rate 1.8% among 340,000; AID 624297, 2012; note: % of control where 0% means no effect; nearly all actives have a fitted effect of over 55% in size
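Per well, 250 cells were exposed to pinned compound for 48 hr. Nuclear DNA was visualised with Hoechst (40 min, 37 C) and total object intensity recorded by fluorescence scanning.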
KB-3-1 cytotox: qHTS assay for MDR1-selective chemotherapeutics: Primary screen using the parental adenocarcinoma cell KB-3-1. KB-3-1 viability, CellTiter-Glo ATP luminescence, 72 h. Potency, µM (doses to about 46.1 µM), for inactives: at the highest dose activity change, negative = cytotoxic, usual class: cytotoxic. hit rate 1.4% among 400,000; note: % is set by controls: 0 for no effect and ±100 for the full control effect; nearly all actives have a fitted effect of over 60% in size
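Screening of KB-3-1 cells (DMEM, 10% FBS, phenol-red free) ran from lowest to highest compound concentration; after 72 h at 37 °C viability was read luminescently and curves fitted.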
TDP-43 yeast inh: qHTS of TDP-43 Inhibitors; AID 652104, 2013; Potency, µM (doses to about 46.1 µM), inactives show at the top dose growth rescue (activation), usual class: activators; TDP-43 expressing yeast growth rescue, BacTiter-Glo, 24 h; hit rate 1.8% among 410,000; note: % of control where 0% means no effect; nearly all actives have a fitted effect of over 50% in size
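Galactose-induced TDP-43 yeast, OD600=0.02, compound pinned; 24 hr, 30 deg C; BacTiter-Glo luminescence for growth. Inhibitors of TDP-43 toxicity read as activators.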
KB-V1 cytotox: qHTS assay for MDR1-selective chemotherapeutics: Primary screen using the drug-selected MDR subline cells KB-V1; hit rate 3.4% among 400,000; KB-V1 MDR cells viability, CellTiter-Glo, 72 h; Potency, µM (top dose mostly 46.1 µM), for inactives: at the top dose activity change, negative = cytotoxicity, hits mostly cytotoxic; note: % is set by controls: 0 for no effect and ±100 for the full control effect; nearly all actives have a fitted effect of over 60% in size
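Cytotoxicity toward P-gp-expressing KB-V1 cells was determined as loss of CellTiter-Glo luminescence after 72 h at 37 degrees C. Compounds were tested in quantitative HTS format across a concentration range, with curves fitted to normalized data.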
GLP-1R inv ag: qHTS of GLP-1 Receptor Inverse Agonists (Inhibition Mode); Potency, µM (titrated, usually from 38.3 µM), without a hit: at the highest dose activity change, negative = inhibition, actives largely listed as inhibitors; Glucagon-like peptide 1 receptor (Homo sapiens), P43220; AID 624417, 2012; HEK293 GLP-1R CRE-luciferase, luminescence, 24 h; GLP-1R form is constitutively active; hit rate 1.6% among 410,000; note: % is set by controls: 0 for no effect and ±100 for the full control effect; nearly all actives have a fitted effect of over 55% in size
Target sequence (P43220 whole entry, looked up): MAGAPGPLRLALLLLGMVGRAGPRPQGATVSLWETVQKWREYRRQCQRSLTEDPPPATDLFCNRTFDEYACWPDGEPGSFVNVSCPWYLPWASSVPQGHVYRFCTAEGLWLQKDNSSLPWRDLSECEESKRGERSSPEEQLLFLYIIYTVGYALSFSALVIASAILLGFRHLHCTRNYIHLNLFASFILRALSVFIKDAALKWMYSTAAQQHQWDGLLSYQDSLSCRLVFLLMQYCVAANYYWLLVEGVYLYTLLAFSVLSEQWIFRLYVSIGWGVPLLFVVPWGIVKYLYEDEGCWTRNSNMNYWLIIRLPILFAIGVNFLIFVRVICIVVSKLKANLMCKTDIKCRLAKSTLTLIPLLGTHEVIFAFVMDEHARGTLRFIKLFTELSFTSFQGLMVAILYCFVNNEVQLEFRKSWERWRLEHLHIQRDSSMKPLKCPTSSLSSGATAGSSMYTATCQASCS
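Readout was luciferase luminescence, measured 12 min after detection reagent at room temperature. Beforehand, GLP-1R reporter HEK293 cells had sat 12 h, then received compounds for 24 hr at 37 deg C.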
GLP1R ag: qHTS of GLP-1 Receptor Agonists. HEK293 GLP-1R CRE-luciferase, luminescence, 4-6 h; cells express a hypersensitive GLP-1R form. Potency, µM (series often up to 45.6 µM), without a hit: at the top dose activation, actives largely listed as activators. hit rate 0.007% among 380,000. AID 624172, 2012; note: % of control where 0% means no effect
GLP1R cytotox: qHTS of GLP-1 Receptor Inverse Agonists: Cytotox Screen. HEK293 cAMP-luciferase reporter cells, luminescence, 24 h. Potency, µM (highest dose often 38.3 µM), without a hit: top-dose activity change, negative = inhibition, usual class: inhibitors. hit rate 0.13% among 410,000. AID 624418, 2012;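 note: loss of luciferase light is scored as toxicity; % is set by controls: 0 for no effect and ±100 for the full control effect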
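1536-well qHTS counterscreen of the MLSMR; 200 cells/uL, 12 h pre-incubation, 23 nL cpd, 24 h at 37 deg C 5% CO2, luciferase detection reagent, 12 min RT, luminescence. Inhibition = undesired.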
HT1080-NT tox: qHTS for induction of synthetic lethality in tumor cells producing 2HG: qHTS for the HT-1080-NT fibrosarcoma cell line | AID 686970, 2013 | HT-1080-NT fibrosarcoma viability, CellTiter-Glo ATP luminescence, 48 h | Potency, µM (highest dose often 46.1 µM), without a hit: at the highest dose activity, negative = less viability, actives largely listed as cytotoxic | hit rate 1.6% among 360,000;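 note: NT is the 2HG producing partner of a matched IDH1 knockdown line; 0% = DMSO-treated cells and -100% = media-only wells without cells; nearly all actives have a fitted effect of over 55% in size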
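Fibrosarcoma NT cells, 750 per well in 5% FBS RPMI, were exposed to compound for 48 hours. Viability: CellTiter-Glo luminescence.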
HT1080 IDH1KD tx: qHTS for induction of synthetic lethality in tumor cells producing 2HG: qHTS for the HT-1080-IDH1KD cell line | HT-1080 IDH1 knockdown viability, ATP luminescence, 48 h | Potency, µM (top dose mostly 46.1 µM), without a hit: at the highest dose activity, negative = toxicity, actives largely listed as cytotoxic | hit rate 2% among 360,000 | AID 686971, 2013;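 note: 0% = DMSO wells and -100% = cell-free medium wells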
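After a 2 h attachment period, IDH1KD HT-1080 cells took pin-transferred compound for 48 h at 37 °C; ATP-based luminescence after 10 min room-temperature reagent incubation reported viability.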
An asterisk follows results filed as active; ? = inconclusive; nt = not tested or not shown; & = joins results of further samples; [ ] = remark or other dose. Calls come from the whole dose curve; as a rule, active = well fitted curve in the direction sought with a large enough effect; inconclusive = small, poorly fitted or top-dose-only effect, or another doubt; inactive = no such curve, though single readings can be large; an effect the other way counts as inactive or inconclusive. Potency is the fitted concentration of half-maximal effect.

SMILES | SW480 rerep | KB-3-1 cytotox | TDP-43 yeast inh | KB-V1 cytotox | GLP-1R inv ag | GLP1R ag | GLP1R cytotox | HT1080-NT tox | HT1080 IDH1KD tx
CCOc1ccc(S(=O)(=O)N(C)c2ccc(OCC(=O)N3CCOCC3)cc2)cc1 | -4% | 2% | 22% | -9% | 0% | -4% | 0% | 0% | -12%
CC1CCN(S(=O)(=O)c2cccc(C(=O)NNC(=O)c3ccco3)c2)CC1 | -7% | -3% | -11% | -13% | 6% | 6% | -3% | -20% | 4%
CCC(C)NC(=O)C1CCC(CNS(=O)(=O)c2cccc3nsnc23)CC1 (stereo not given) | -4% | 4%&-12% | -5%&21% | -7%&-10% | 12%&0% | 2% | -2%&5% | 13% | 6%
O=C(O)c1sccc1SCc1ccc(Cl)cc1Cl | -2% | -3% | 15% | ? | -22% | -10% | 7% | -1% | -2%
O=C1OCC2=C1C(c1ccc3c(c1)OCO3)Sc1ccccc1N2 (stereo not given) | 1% | -25% | 8% | -1% | ? | -10% | -17% | -3% | -23%
CC1(C)Cc2c(c(-c3ccco3)[nH]c(=O)c2C#N)CS1 | -6% | 15% | 9% | 10% | 7% | 0% | -1% | 0% | 1%
COc1cc(C2C(C(=O)c3ccco3)=C(O)C(=O)N2CC2CCCO2)ccc1O (stereo not given) | 3% | 6% | 2% | 16% | 46% | -1% | -11% | 27% | 16%
O=C(NCC1CCCO1)c1ccc2c(c1)N(Cc1ccccc1)C(=O)CS2=O (stereo not given) | 2% | -2% | 8% | -8% | 5% | -4% | ? | 0% | 3%
CC1=NNC(=O)C1Cc1ccccc1C (stereo not given) | 0% | -4% | -6% | ? | -9% | 0% | -2% | -3% | 4%
Cc1ccccc1-c1nn2c(=O)cc(CN3CCN(C(=O)/C=C/c4ccccc4)CC3)nc2s1 | nt | -18% | -17% | -8% | -6% | nt | -3% | nt | nt
O=C(CCN1C(=O)c2ccccc2S1(=O)=O)N1CCN(c2ccc(F)cc2)CC1 | -27% | -2% | 0% | -1% | -30% | 7% | -4% | -2% | -9%
O=C(Nc1ccccc1Sc1ccccc1)c1ccccc1F | 8% | 0% | 9% | -3% | ? | 0% | -5% | 4% | 3%
CCOC(=O)c1cnc(-n2nc(C)cc2C)nc1NCCc1ccccc1 | 14% | -5% | -3% | 0.73µM* | ? | -3% | ? | 11% | 5%
Cc1ccc(S(=O)(=O)NCC(=O)NCc2cc(=O)n(C)c(=O)n2C)cc1C | 10% | -1% | -1% | -8% | 12% | -7% | 6% | 23% | 10%
O=C(NCCCCCCNC(=O)c1cccs1)c1cccs1 | -3% | 30% | -2% | ? | 26% | 5% | 0% | 22% | 4%
COc1ccccc1NC(=O)C1=C(C)Nc2nc(SCc3ccccc3F)nn2C1c1cccnc1 (stereo not given) | nt | -4% | 4% | -16% | -6% | -5% | -3% | nt | nt
Cc1nnc(C)n1-c1ccc(C(=O)Nc2cccc(Br)c2)cc1 | nt | -12% | 4% | 8% | 0% | nt | -8% | nt | nt
Cn1c2ccccc2c(=O)c2cc(NCCCN3CCOCC3)ccc21 | 7% | 0% | 23% | -18% | 7% | 10% | 189%[activator] | -2% | -3%
CCn1cnc2cc([N+](=O)[O-])ccc21 | 1% | -2% | 10% | 14% | 22% | -2% | 3% | 2% | 18%
Cc1cc(C)c(S(=O)(=O)Oc2ccccc2[N+](=O)[O-])c(C)c1 | 21µM* | -25% | 0% | 15µM* | ? | 3% | ? | ? | ?
Cc1ccc(S(=O)(=O)NCCOc2nc(N(C)C)nc(N3CCOCC3)n2)cc1 | -16% | -1% | -11% | -5% | 1% | 4% | -3% | -15% | -3%
COC(=O)c1c(NC(=O)c2cc3ccccc3c(=O)o2)sc2c1CCCC2 | nt | 13% | 22% | 2% | -4% | -4% | -1% | nt | nt
Cc1ccc(C)c(-n2c(CNC(=O)c3ccco3)nnc2SCC(=O)Nc2nnc(C)s2)c1 | -8% | 11% | 21% | -2% | 10% | -6% | -2% | 4% | 0%
CCCCSc1nc(C)c(CC(=O)OC)c(=O)[nH]1 | 2%[9.22 µM] | 0% | -7% | -3% | 1% | -5% | -1% | 13% | 9%
COCCSc1ccccc1C(=O)NCCCn1ccnc1 | 0% | -3% | -22% | -13% | -2% | -3% | 4% | 5% | 6%
COc1ccc(CCNC(=O)Cn2c(=O)n(-c3ccc(C)c(C)c3)c(=O)c3c(C)c(C)sc32)cc1OC | nt | -3% | 25% | -5% | 3% | nt | -16% | nt | nt
CCOc1ccc(CC(=O)Nc2c(C(=O)c3ccccc3)oc3ccc(Cl)cc23)cc1OCC | nt | 19% | 11% | 0% | 14% | 0% | 6% | nt | nt
O=C(NNC(=S)Nc1ccc(F)cc1)c1cccc([N+](=O)[O-])c1 | -4% | 29% | -6% | 38% | 15% | 1% | -11% | 16% | 4%
COC(CNC(=O)CCc1c(C)nc2c(c(C)nn2-c2ccc(C)cc2)c1C)OC | 7% | -1% | ? | -3% | ? | 7% | 5% | 4% | 5%
COc1ccc(OCc2nc(-c3ccc(-n4cccc4)cc3)no2)cc1 | nt | -8% | 16% | -2% | 3% | nt | -10% | nt | nt

One compound at a time, from the list above. Order of values: SW480 rerep | KB-3-1 cytotox | TDP-43 yeast inh | KB-V1 cytotox | GLP-1R inv ag | GLP1R ag | GLP1R cytotox | HT1080-NT tox | HT1080 IDH1KD tx
Profile of COC(CNC(=O)CCc1c(C)nc2c(c(C)nn2-c2ccc(C)cc2)c1C)OC : 7% | -1% | ? | -3% | ? | 7% | 5% | 4% | 5%
Profile of CCOc1ccc(S(=O)(=O)N(C)c2ccc(OCC(=O)N3CCOCC3)cc2)cc1 : -4% | 2% | 22% | -9% | 0% | -4% | 0% | 0% | -12%
Profile of Cc1nnc(C)n1-c1ccc(C(=O)Nc2cccc(Br)c2)cc1 : nt | -12% | 4% | 8% | 0% | nt | -8% | nt | nt
Profile of Cc1ccccc1-c1nn2c(=O)cc(CN3CCN(C(=O)/C=C/c4ccccc4)CC3)nc2s1 : nt | -18% | -17% | -8% | -6% | nt | -3% | nt | nt

(cont.)
SMILES | SW480 rerep | KB-3-1 cytotox | TDP-43 yeast inh | KB-V1 cytotox | GLP-1R inv ag | GLP1R ag | GLP1R cytotox | HT1080-NT tox | HT1080 IDH1KD tx
Cc1c(Cl)cccc1NC(=S)N1CCCN(Cc2ccc(F)cc2)C1 | ? | 9% | -13% | -5% | ? | 6% | ? | -10% | ?
CCC(C)CN1C(=O)CN(S(C)(=O)=O)CC1(C)C(=O)NC(C)C (stereo not given) | nt | -13% | 6% | -4% | -8% | nt | -22% | -1% | 10%
COC(=O)c1c(SCC(=O)Nc2cc(F)ccc2F)[nH]c2ccc(C)cc2c1=O | nt | 0% | -8% | -24% | -5% | nt | -1% | nt | nt
COc1cccc(CN(C(=O)CN2C(=O)c3ccccc3S2(=O)=O)C(C(=O)NCC2CCCO2)c2ccco2)c1 (stereo not given) | 1% | 6% | -1% | -2% | 11% | 16% | 1% | 25% | 21%
Cn1c2c(c3cc([N+](=O)[O-])ccc31)CCCC2 | -3% | -5% | -2% | -17% | 2% | 1% | -22% | 28% | 15%
C=CCN(c1ccccc1)S(=O)(=O)c1cccc(C(=O)O)c1 | -11% | -3% | -20% | 13% | 3% | -9% | -20% | 9% | 11%
O=C(NCCc1ccccc1)C(NS(=O)(=O)c1cccc2nsnc12)c1ccccc1 (stereo not given) | 13% | ? | 4% | ? | -23% | 0% | ? | 2% | 1%
CC(C)(C)c1cc(C(=O)O)n[nH]1 | 12% | 0% | -10% | -1% | 0% | -2% | 14% | -5% | 6%
COc1ccccc1CC(=O)N1CCN(c2ccc(F)cc2)CC1 | -6% | -11% | ? | 6% | -11% | 2% | 1% | 5% | 4%
O=C1NC(=Nc2ccc(Cl)cc2)SC1Cc1cccc(Cl)c1Cl (stereo not given) | 9% | 1% | -2% | -13% | -31% | 4% | 9% | -20% | -20%
Cc1c(C(=O)N2CCN(C)CC2)oc2ccc(Br)cc12 | ? | 0% | 17% | ? | -6% | 14% | 2% | -2% | -14%
O=C(CN1C(=O)CCC1=O)Nc1nc(-c2nc3ccccc3s2)cs1 | -6% | 8% | 24% | 5% | 6% | 3% | -27% | 13% | 18%
CC1(C)OC(=O)C=C[C@]2(C)[C@H]3CC[C@@]4(C)[C@H](c5ccoc5)OC(=O)[C@H]5O[C@]54[C@]3(C)C(=O)C[C@@H]12 | -4% | -3% | -11% | -9% | 4% | 0% | -15% | 7% | 13%
Cn1cc(Br)c(C(=O)NC2CCCCC2)n1 | -3% | 5% | 11% | 0% | 9% | 0% | 4% | 10% | 1%
Cc1cccc(N2CCN(C(C(=O)NCc3ccccc3)c3ccco3)CC2)c1C (stereo not given) | nt | -17% | 0% | ? | ? | nt | 0% | ? | ?
CCN(CC)c1ccc(C(=O)OCC(=O)Nc2cc(C)on2)cc1 | 1% | -4% | 26% | 0% | ? | 4% | -9% | -9% | 6%
O=C(NCCc1cccs1)c1ccc(Cn2c(SCc3cccc(F)c3)nc3cccnc32)cc1 | nt | -13% | 0% | -3% | -21% | nt | -6% | nt | nt
CCOc1ccc(S(=O)(=O)N2CCN(c3ccc(C)cc3C)CC2)cc1 | -7% | 4% | 0% | 2% | ? | 3% | -6% | -17% | -8%
COC(=O)c1sccc1NC(=O)CCC1CCCC1 | -2%[9.22 µM] | 6% | 20% | 1% | ? | 8% | -11% | 4% | 5%
O=C1COc2ccc(C(=O)COC(=O)/C=C/c3ccco3)cc2N1 | 2% | 6% | -8% | 15% | -1% | 3% | -12% | -2% | 0%
CC(=O)c1ccc(S(=O)(=O)NCCC(=O)NC(C)c2ccncc2)cc1 (stereo not given) | 1% | 4% | 10% | -24% | 0% | 1% | -3% | 8% | 1%
CC1(C)Oc2ccc3ccc(=O)oc3c2C(/C=N/O)=C1Cl | -7% | -5% | -4% | -11% | 2% | 0% | -8% | -1% | 2%
